Screening data: PubChem BioAssay, National Center for Advancing Translational Sciences (NCATS)
GLS inh: inhibitors of human glutaminase (GLS) | 410,000 tested, 0.21% active | GLS enzymatic activity, qHTS titration | Potency, µM (top dose mostly 45.5 µM), for inactives: at the top dose activity change, negative = inhibition, usual class: inhibitors | O94925 | AID 624170; also: % is scaled to controls: 0 for no effect and ±100 for the full control effect
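hKGA in 45 mM KH2PO4 pH 8.2, 0.02% Tween-20 with pin-transferred compounds; 1 mM L-glutamine (stock) plus glutamate oxidase/HRP/Amplex Red coupling added. Fluorescence read initially and after 30 min at RT.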
JMJD2A Tudor inh: inhibitors of human JMJD2A Tudor domain; Potency, µM (top dose mostly 114 µM), for inactives: top-dose activity change, negative = inhibition, hits mostly inhibitors; AlphaScreen JMJD2A-Tudor / H3K4me3 peptide binding; AID 504339; 390,000 tested, 4.4% active; also: % is scaled to controls: 0 for no effect and ±100 for the full control effect; nearly all actives have a fitted effect of over 50% in size
POLI inh: blocks human DNA polymerase iota activity; Q9UNA4; 390,000 tested, 1% active; Potency, µM (titrated, usually from 115 µM), for inactives: top-dose activity, negative = inhibition, hits mostly inhibitors; Pol iota fluorescent replication assay, 10 min; AID 588590
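Fluorescent replication assay read twice, at 0 min and 10 min after adding 50 nM (final) substrate. Enzyme (10 nM) and compounds were first incubated 15 min at room temperature; enzyme-free buffer wells were negative controls.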
Pin1 inhibitor: human Pin1 inhibition. AID 504891. Pin1 FP peptide displacement, HiFluor488, 10 min. 390,000 tested, 0.009% active. Q13526. Potency, µM (top dose mostly 115 µM), for inactives: at the top dose activity, negative = inhibition, hits mostly inhibitors; active = well fitted inhibition curve with a large enough effect in the polarisation, with a control signal flat, not every such curve was filed as active; inconclusive = small, poorly fitted or top-dose-only effect, or effect the other way, or a change in a side signal; inactive = no such curve, though single readings can be large or run the other way; the % refers to the polarisation; also: % is scaled to controls: 0 for no effect and ±100 for the full control effect
Target sequence (Q13526 whole entry, looked up): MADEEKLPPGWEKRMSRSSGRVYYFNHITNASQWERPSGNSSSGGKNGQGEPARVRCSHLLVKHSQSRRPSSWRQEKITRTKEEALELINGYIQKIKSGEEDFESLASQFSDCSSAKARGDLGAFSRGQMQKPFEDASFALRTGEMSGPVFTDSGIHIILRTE
PGK inhibitor: T. brucei PGK inhibition; PGK/GAPDH coupled, Kinase-Glo luminescence, 60 min; Potency, µM (top dose mostly 57.5 µM), for inactives: at the top dose activity change, negative = inhibition, hits mostly inhibitors; 380,000 tested, 0.043% active; P07378; AID 602233; also: % is scaled to controls: 0 for no effect and ±100 for the full control effect; nearly all actives have a fitted effect of over 60% in size
Target sequence (P07378 whole entry, looked up): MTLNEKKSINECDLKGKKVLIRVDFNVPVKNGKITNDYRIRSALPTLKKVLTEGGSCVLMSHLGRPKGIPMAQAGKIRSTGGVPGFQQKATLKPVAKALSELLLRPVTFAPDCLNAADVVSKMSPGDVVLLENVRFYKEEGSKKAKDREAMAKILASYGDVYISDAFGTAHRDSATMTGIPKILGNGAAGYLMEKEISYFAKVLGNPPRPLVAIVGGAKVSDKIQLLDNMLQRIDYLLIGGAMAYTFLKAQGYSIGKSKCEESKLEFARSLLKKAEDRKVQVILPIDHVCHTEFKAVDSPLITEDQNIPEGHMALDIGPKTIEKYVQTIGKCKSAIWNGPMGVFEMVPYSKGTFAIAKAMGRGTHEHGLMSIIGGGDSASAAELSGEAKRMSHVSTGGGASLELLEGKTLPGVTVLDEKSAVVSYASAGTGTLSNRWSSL
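Luminescent ATP detection (Kinase-Glo Plus) follows a 60-minute room-temperature incubation, with wells lacking PGK as controls. Buffer: 100 mM TEA (pH 7.6), 5 mM MgCl2, 0.01% Tween-20. Coupling enzyme GAPDH (100 nM final) supplies unstable 1,3-BPG in-well.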
G9a block: inhibitors of human histone lysine methyltransferase G9a. 350,000 tested, 8.8% active. Potency, µM (top dose mostly 102 µM), for the others: at the top dose activity, negative = inhibition, usual class: inhibitors. G9a H3K9 monomethylation, AlphaScreen, 2 h. Q96KQ7; also: % is scaled to controls: 0 for no effect and ±100 for the full control effect; nearly all actives have a fitted effect of over 75% in size
Target sequence (Q96KQ7 913-1193 limits assumed): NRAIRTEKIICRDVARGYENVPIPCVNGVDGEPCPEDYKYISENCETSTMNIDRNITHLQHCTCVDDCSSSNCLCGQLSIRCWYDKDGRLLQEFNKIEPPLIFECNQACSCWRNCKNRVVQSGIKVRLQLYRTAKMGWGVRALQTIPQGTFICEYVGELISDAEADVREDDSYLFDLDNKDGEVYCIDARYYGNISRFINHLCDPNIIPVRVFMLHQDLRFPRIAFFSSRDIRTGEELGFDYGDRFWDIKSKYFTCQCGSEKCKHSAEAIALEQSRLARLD
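G9a (20 nM) preincubated 15 min RT with compounds, then 500 nM biotinylated H3K9 peptide and 20 uM SAM added; 2 h RT reaction. Monomethyl-H3K9 product detected by AlphaScreen with anti-H3K9me1 antibody, streptavidin donor and anti-rabbit IgG acceptor beads.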
BAZ2B block: inhibitors of human BAZ2B bromodomain | Q9UIF8 | AlphaScreen BAZ2B-H3K14Ac peptide displacement | Potency, µM (series often up to 114 µM), without a hit: at the top dose activity change, negative = inhibition, usual class: inhibitors | 360,000 tested, 4.4% active; also: % is scaled to controls: 0 for no effect and ±100 for the full control effect; nearly all actives have a fitted effect of over 60% in size
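AlphaScreen luminescence quantifies BAZ2B engagement of H3K14Ac peptide; the protein and biotinylated peptide are both at 50 nM final, buffer PBS pH 7.4 with 0.01% Tween-20, all steps at room temperature.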
HP1b chromo inh: blocks HP1-beta chromodomain binding to methylated histone tails. Potency, µM (doses to about 114 µM), without a hit: at the highest dose activity change, negative = inhibition, actives largely listed as inhibitors. AlphaScreen HP1-beta / biotin-H3K9me3 peptide binding. 390,000 tested, 0.56% active; also: nearly all actives have a fitted effect of over 70% in size; inactives centre near 23
Target sequence (P83916 whole entry, looked up): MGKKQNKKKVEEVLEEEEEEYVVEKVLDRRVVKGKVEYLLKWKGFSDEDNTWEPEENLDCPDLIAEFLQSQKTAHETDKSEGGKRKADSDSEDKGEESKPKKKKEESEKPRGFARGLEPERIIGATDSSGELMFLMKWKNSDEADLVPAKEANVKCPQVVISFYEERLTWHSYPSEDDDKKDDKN
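Compound inhibition of the preformed complex between 50 nM HP1-beta and 50 nM biotinylated H3K9me3 peptide was read by AlphaScreen. Buffer was PBS pH 7.4 with 0.01% Tween-20. Incubations ran 30 min at room temperature, with 10 ug/mL donor/acceptor beads.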
BLM inh: blocks DNA unwinding by human BLM helicase; P54132; Potency, µM (top dose mostly 56.1 µM), for inactives: at the highest dose activity change, negative = inhibition, most hits filed as inhibitors; 350,000 tested, 0.2% active; recombinant BLM DNA unwinding, fluorescence dequenching;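 also: plate controls were vehicle for no effect and no enzyme for full effect; nearly all actives have a fitted effect of over 35% in size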
An asterisk follows results filed as active; i = inactive; ? = inconclusive; / = no result given; & = joins results of further samples; [ ] = another dose, or the depositor's remark. Unless noted, calls follow the shape of the dose curve; as a rule, active = well fitted curve in the direction sought with a large enough effect; inconclusive = small, poorly fitted or top-dose-only effect, or another doubt; inactive = no such curve, though single readings can be large; an effect the other way counts as inactive or inconclusive. Potency is read from the fitted curve at half-maximal effect. Not all compounds are listed; the hit share may differ from the screen's.

SMILES	GLS inh	JMJD2A Tudor inh	POLI inh	Pin1 inhibitor	PGK inhibitor	G9a block	BAZ2B block	HP1b chromo inh	BLM inh
CN(CC(=O)Nc1ccc(Cl)c(C(F)(F)F)c1)C(=O)c1cc(-c2ccncc2)nc2ccccc12	1%	?	41%[activator]	11%	0%	17%[2.33 µM]	-24%	-2%	/
Cc1cccc(OCCNC(=O)c2cc(-n3cnnc3)ccc2Cl)c1	-3%	0%	17%	5%	/	-11%[0.501 µM]	-1%	59%[activator]	-2%
CCCNC(=O)c1onc(CSc2ccc(F)cc2)c1C(=O)NCCC	11%	-7%	-22%	-3%	-5%	0%[12.7 µM]	3%	53%[activator]	-5%
Cc1noc(C)c1COC(=O)[C@@H](NC(=O)c1ccccc1)C(C)C	-2%	-1%	27%	-1%	-10%	15%	/	74%[activator]	-2%
O=C(NCCc1ccc(Cl)cc1)c1ccc2c(c1)N(Cc1ccccc1)CCS2	2%	-12%	18%	-1%	10%	-34%[59 µM]	-11%	41%[activator]	-5%
CCC1CSC(Nc2ccc(C(=O)/C=C/c3ccc(OC)c(OC)c3)cc2)=N1 (stereo unspecified)	2%	?	?	58%[activator]	i	?	?	-10%	-10%
O=C(Cn1ccccc1=O)Nc1ccc(Cl)c(S(=O)(=O)N2CCCCC2)c1	8%	-12%	16%	-9%	5%	5%[12.7 µM]	12%	32%	/
CCC(CC)c1nnc(NC(=O)C2=COCCO2)s1	-3%	-3%	24%	5%	3%	40µM*	4%	47%[activator]	/
CCc1ccccc1N(C(=O)Cn1nnc2ccccc21)C(C(=O)NCCOC)c1ccco1 (stereo unspecified)	-4%	9%	17%	-14%	4%	13%	4%	30%	2%
Cc1[nH]c(=O)[nH]c(=O)c1S(=O)(=O)N1CCCC(C(=O)NCCC2=CCCCC2)C1 (stereo unspecified)	0%	-2%	16%	-2%	7%	?	6%	9%	-4%
CCC[C@@H]1CCCO[C@@](C(=O)NCc2ccc(S(C)(=O)=O)cc2)(C(F)(F)F)C1	-3%	-7%&-8%	40%&2%[activator]	-10%&-5%	i	/	/	32%&25%	1%
O=[N+]([O-])c1cc(C(F)(F)F)ccc1NCCc1ccccn1	1%	-30%	18%	3%	1%	/	/	-23%	/
COc1ccc(S(=O)(=O)N2CCC3(CC2)OCCN3S(=O)(=O)c2c(C)cc(C)cc2C)cc1	0%	-11%	8%	4%	i	-6%[59 µM]	4%	24%	/
O=C(Nc1cccc(O)c1)c1ccccc1	24%	6%	-10%	-1%	-2%	-28%	-4%	28%	-5%
C=C(C)c1ccccc1NC(=O)CCN1C(=O)c2ccccc2S1(=O)=O	6%	-11%	21%	-1%	2%	2%	-20%	-18%	-1%
COc1ccc(CCNC(=O)c2ccccc2NS(=O)(=O)c2cc(C(=O)O)ccc2OC)cc1	2%	-8%	12%	-8%	5%	12%	0%	13%	-2%
Cc1nn(CC(=O)NCc2ccccc2Cl)c(C)c1[N+](=O)[O-]	10%	-6%	29%	-2%	-5%	5%	-8%	11%	0%
Cc1cccc(-n2c(SCC(N)=O)nc3c(c2=O)C2(CCCC2)Cc2ccccc2-3)c1	15%	?	-9%	4%	-14%	-11%	-36%	-28%	-10%
COc1ccc(/C=C/C(=O)Nc2cc(C(F)(F)F)ccc2Cl)cc1OC	-1%	-1%	?	3%	-7%	2%[59 µM]	2%	66%[activator]	-10%
O=C1c2cccc3c([N+](=O)[O-])ccc(c23)C(=O)N1CCc1ccccn1	2%	-10%	-26%	-7%	-4%	-3%	-15%	22%	1%
Cc1ccccc1C(=O)Nc1ccc2oc(-c3ccc(Cl)c(Cl)c3)nc2c1	1%	-11%	-8%	13%	i	3%[59 µM]	-2%	28%	-2%
CC(=O)Nc1ccc(NC(=O)COC(=O)c2ccc(S(=O)(=O)NCc3ccco3)cc2)cc1	-4%	-3%	-17%	3%	8%	/	/	17%[57 µM]	/
O=C(O)CN1C(=O)CC(c2ccccc2)CC1=O	4%	-14%	-13%	5%	i	/	-7%	46%[activator]	0%
O=C(NC1CCCCCC1)C1CCN(S(=O)(=O)c2ccc(F)cc2)CC1	-1%	-4%	27%	0%	-10%[11.5 µM]	-3%[59 µM]	8%	13%	-3%
Cc1c(OCC(=O)N2CCN(c3ccccc3)CC2)ccc2c3c(c(=O)oc12)CCCC3	11%	-2%	9%	-9%	-2%	0%	-23%	29%	-3%
CCOc1ccc(CN2CCN(Cc3ccc(C)o3)CC2CCO)cc1 (stereo unspecified)	3%	-17%	-4%	-3%	/	71µM*	-14%	32%	1%
O=C(CCCCCN1C(=O)C2C3C=CC(C3)C2C1=O)Nc1nccs1 (stereo unspecified)	-2%	-5%	19%	1%	-7%	1%	-5%	49%[activator]	2%
O=C(NCc1ccccc1)NC(=O)c1ccccc1F	3%	-6%	25%	8%	-7%	34%	-3%	27%	-1%
O=C(NCCN1CCOCC1)c1ccc2c(c1)N(Cc1ccccc1F)C(=O)CS2	-4%	-8%	26%	0%	-2%	32%[0.501 µM]	-8%	36%	2%
O=C(C1CCCN(S(=O)(=O)c2cccs2)C1)N1CCN(C2CCCCC2)CC1 (stereo unspecified)	3%	-21%	4%	4%	4%	-28%[12.7 µM]	6%	4%	-1%
NC(=O)c1ccc(-c2ccc(Br)cc2)o1	0%	-28%	14%	3%	-3%	50µM*	-35%	-15%	4%
CC1(C)C(=O)Nc2ccccc2N1C(=O)COc1cc(Cl)ccc1Cl	-4%	-2%	-11%	-13%	i	-42%[12.7 µM]	-2%	34%	/
CC(=O)CSc1ncnc2scc(-c3ccc(F)cc3)c12	-14%	0%	2%	2%	-8%	52%[activator]	3%	37%	-5%
C=CCn1c(SC(C)C#N)nc2ccccc2c1=O (stereo unspecified)	/	-8%[57.1 µM]	18%	2%	/	/	/	23%[57 µM]	/
O=c1c2[nH]c3ccccc3c2nc2n1CCS2	-2%	4%	107%[activator]	2%	i	2%	4%	29%	-6%
CCN1CC(CN(C)Cc2cn(-c3ccc(C)cc3)nc2-c2ccc(F)cc2)CC1=O (stereo unspecified)	-4%	-27%	174%[activator]	-1%	-6%	?	-22%	12%	-8%
CC1CN(C(=O)COC(=O)c2ccccc2O)CC(C)O1 (stereo unspecified)	-2%	-1%	5%	8%	-11%	-6%	-2%	13%	-3%
O=C1c2ccccc2C(=O)N1OS(=O)(=O)c1ccc(F)cc1	19%	9%	-16%	9%	i	2.2µM*	-32%	41%[activator]	-5%
CCN1CCCC1CNC(=O)c1ccc2c(c1)N(Cc1ccccc1F)C(=O)c1ccccc1S2(=O)=O (stereo unspecified)	12%	-22%	-12%	6%	5%	/	-13%	21%	3%
Cc1ccc(NNC(=O)c2cccs2)cc1Cl	27%	-35%	28%	3%	-4%	8.9µM*	-30%	21%	-4%
CCOC(=O)CC(NC(C)=O)c1ccc([N+](=O)[O-])cc1 (stereo unspecified)	3%	-11%	24%	4%	-12%	-6%[59 µM]	0%	12%	-2%
O=S(=O)(NCC(c1cccnc1)N1CCN(Cc2ccccc2)CC1)c1cc(F)ccc1F (stereo unspecified)	-2%	-17%	25%	-2%	i	?	-13%	26%	-5%
NNC(=O)c1cccc(Cn2cc(Br)c([N+](=O)[O-])n2)c1	16%	3%	12%	-5%	1%	40µM*	-23%	55%[activator]	-3%
CC(=O)Nc1ccc(SCC(CC(C)C)N2CCN(C)CCC2=O)cc1 (stereo unspecified)	/	-8%	-9%	0%	/	/	/	34%	1%
CC(=O)c1ccc(N2CCN(Cc3nc4ccccc4[nH]3)CC2)cc1	-5%	-21%	40%[activator]	5%	-10%	39%	-20%	28%	-3%
CC(c1nnnn1C(C)(C)C)N(Cc1cccnc1)Cc1ccccc1Cl (stereo unspecified)	10%	-14%	6%	-2%	8%	20%[59 µM]	2%	53%[activator]	-1%
CCC1CN(C(=O)N2CCC(C(=O)N3CCN(c4ccccc4F)CC3)CC2)c2ccccc2O1 (stereo unspecified)	4%	-6%	30%	2%	2%	-27%[59 µM]	?	27%	-1%
Cc1ccc2occ(C(c3nnnn3Cc3ccccc3)N3CCOCC3)c(=O)c2c1 (stereo unspecified)	-1%	8%	-4%	3%	-5%	?	-18%	27%	-3%
Cc1cc2n(n1)C(c1cn(-c3ccccc3)nc1C)Nc1c(C)cccc1-2 (stereo unspecified)	/	11%	1%	?	-1%	10%[59 µM]	3%	33%[activator]	-2%
Cc1cc(NCCCn2ccnc2)n2c(nc3ccccc32)c1C#N	-12%	5%[57.1 µM]	-7%	10%	-1%	-2%[12.7 µM]	1%	43%[activator]	-10%
O=C(c1cc2cc(Cl)ccc2oc1=O)N1CCCC1	6%	14%	-4%	-10%	-5%	1%[59 µM]	1%	30%	2%
Cc1ccccc1NS(=O)(=O)c1ccc(C(=O)N2CCCC2)cc1	10%	-6%	3%	3%	i	2%[0.501 µM]	-23%	20%	/

Grouped by structure: those above with a COOH group
SMILES	GLS inh	JMJD2A Tudor inh	POLI inh	Pin1 inhibitor	PGK inhibitor	G9a block	BAZ2B block	HP1b chromo inh	BLM inh
COc1ccc(CCNC(=O)c2ccccc2NS(=O)(=O)c2cc(C(=O)O)ccc2OC)cc1	2%	-8%	12%	-8%	5%	12%	0%	13%	-2%
O=C(O)CN1C(=O)CC(c2ccccc2)CC1=O	4%	-14%	-13%	5%	i	/	-7%	46%[activator]	0%

One compound at a time (already shown).
Profile of Cc1cc2n(n1)C(c1cn(-c3ccccc3)nc1C)Nc1c(C)cccc1-2 (stereo unspecified) : GLS inh = /; JMJD2A Tudor inh = 11%; POLI inh = 1%; Pin1 inhibitor = ?; PGK inhibitor = -1%; G9a block = 10%[59 µM]; BAZ2B block = 3%; HP1b chromo inh = 33%[activator]; BLM inh = -2%
Profile of Cc1ccccc1NS(=O)(=O)c1ccc(C(=O)N2CCCC2)cc1 : GLS inh = 10%; JMJD2A Tudor inh = -6%; POLI inh = 3%; Pin1 inhibitor = 3%; PGK inhibitor = i; G9a block = 2%[0.501 µM]; BAZ2B block = -23%; HP1b chromo inh = 20%; BLM inh = /
